Assay outcomes (PubChem)
GPR7 antagonist – GPR7 receptor antagonists, primary screen, cell-based, fluorescence, single concentration. 290,000 tested, 1.1% active. Neuropeptides B/W receptor type 1 (Homo sapiens), P48145. inhibition, % at 4.4 µM. GPR7-expressing cells, fluorescence antagonist assay; in the data active means inhibition above about 16%, passing the limit was not always enough;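 further: cells stimulated with the agonist NPW; 0% = agonist with vehicle and 100% = vehicle without agonist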
OXTR agonist – human OXTR agonists, primary screen, fluorescence, CHO-OTR cells, Fluo-8 calcium. Oxytocin receptor (Homo sapiens), P30559. Fluo-8 calcium fluorescence; normalized: DMSO 0%, oxytocin 100%. activation, % at 3 µM. 320,000 tested, 0.32% active. AID 2435, 2010;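 active means activation above the mean of all tested compounds plus 3 SD, cutoff set per screening run, cut at about 20% in these data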;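 further: peak over basal fluorescence ratio from a 100 s FLIPR kinetic read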
Target sequence (P30559 whole entry, looked up): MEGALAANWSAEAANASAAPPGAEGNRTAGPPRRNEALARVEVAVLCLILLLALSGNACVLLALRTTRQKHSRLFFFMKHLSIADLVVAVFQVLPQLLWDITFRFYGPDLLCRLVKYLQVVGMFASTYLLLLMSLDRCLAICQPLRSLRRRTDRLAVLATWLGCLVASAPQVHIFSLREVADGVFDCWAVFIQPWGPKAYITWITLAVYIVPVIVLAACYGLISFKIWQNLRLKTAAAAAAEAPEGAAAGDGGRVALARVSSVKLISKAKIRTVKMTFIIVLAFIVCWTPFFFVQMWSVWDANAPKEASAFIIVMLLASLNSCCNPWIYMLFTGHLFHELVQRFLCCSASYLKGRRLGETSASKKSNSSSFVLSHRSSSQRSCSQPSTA
CHO-K1 Ca antag – nonselective inhibitor or artifact in parental CHO-K1 cells. ATP-induced calcium, Fluo-8 fluorescence. inhibition, % at 3 µM. 360,000 tested, 0.6% active. AID 602250;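 active means inhibition above a per-plate cutoff, the plate's mean sample inhibition plus 3 SD, cut at about 24% in these data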;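 further: 0% = DMSO plus EC80 ATP and 100% = DMSO alone without ATP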
TAAR1 antag – human TAAR1 antagonists, primary screen, Fluo-8 calcium fluorescence, CHO RD-HGA16 cells; inhibition, % at 3 µM; Trace amine-associated receptor 1 (Homo sapiens), Q96RJ0; 360,000 tested, 1.5% active; antagonist;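 active means inhibition above a per-plate cutoff, the mean inhibition of test compounds on that plate plus 3 SD, cut at about 49% in these data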;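 further: 0% = DMSO plus EC80 beta-PEA response and 100% = DMSO alone without agonist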
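Assay system: CHO-derived RD-HGA16 cells stably expressing human TAAR1 plus Gα16. Timing: 140 s kinetic read after compound, 140 s after agonist. Technique: kinetic Fluo-8 calcium fluorescence measurement. Measure: % inhibition of agonist calcium response.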
CHO parental Ca – ATP-evoked calcium signal inhibitors, parental CHO, primary screen, counter-screen for OX1R antagonist project, cell-based, fluorescence, Fluo-8 calcium dye; inhibition, % at 5.6 µM; 330,000 tested, 0.63% active; parental CHO-K1, ATP-induced calcium, Fluo-8 fluorescence;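 active means inhibition above that plate's mean sample inhibition plus 3 SD, cut at about 26% in these data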;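 further: 0% = ATP-challenged DMSO wells and 100% = DMSO wells without ATP; some compounds past the cut are filed as inactive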
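Assay system: untransfected parental CHO cell line. Also added: ATP agonist challenge. Dosing: one dose, 5.6 µM nominal. Measured by: Fluo-8 fluorescence. Read-out: % inhibition. Benchmarks: ATP wells versus no-ATP DMSO wells. Repeats: no replicates.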
CHO-K1 Ca ag – counter-screen for M1 agonists: effect in parental CHO-K1 cells; Fluo-8 calcium fluorescence; scaled to maximal ATP response, vehicle zero; 360,000 tested, 0.48% active; activation, % at 3 µM; in the data active means activation above about 15%;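 further: untransfected CHO-K1 host cells lacking M1 receptor as counterscreen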
CHO-K1 Ca PAM – nonselective calcium activators in parental CHO-K1 cells, primary screen, counter-screen for M1 PAM project, cell-based, Fluo-8 calcium fluorescence, full deck, 1536-well. ATP EC20; 0% at ATP EC20, 100% at ATP max. activation, % at 3 µM. 360,000 tested, 0.02% active. AID 602247, 2012;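 active means activation above the run cutoff, the mean activation of all test compounds plus 3 SD, cut at about 40% in these data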;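 further: peak over basal fluorescence ratio in a 140 s read after ATP addition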
V1aR counter – agonists of human V1a receptor, primary screen, counter-screen for OXTR agonist project, fluorescence, CHO-V1R cells. activation, % at 3 µM. Fluo-8 calcium fluorescence, agonist mode; 0% DMSO, 100% 3 nM vasopressin. 320,000 tested, 0.25% active. Vasopressin V1a receptor (Homo sapiens), P37288;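 active means activation above the mean activation of all tested compounds plus 3 SD, per screening run, cut at about 20% in these data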;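 further: signal is peak over basal fluorescence ratio across a 100 second FLIPR read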
Target sequence (P37288 whole entry, looked up): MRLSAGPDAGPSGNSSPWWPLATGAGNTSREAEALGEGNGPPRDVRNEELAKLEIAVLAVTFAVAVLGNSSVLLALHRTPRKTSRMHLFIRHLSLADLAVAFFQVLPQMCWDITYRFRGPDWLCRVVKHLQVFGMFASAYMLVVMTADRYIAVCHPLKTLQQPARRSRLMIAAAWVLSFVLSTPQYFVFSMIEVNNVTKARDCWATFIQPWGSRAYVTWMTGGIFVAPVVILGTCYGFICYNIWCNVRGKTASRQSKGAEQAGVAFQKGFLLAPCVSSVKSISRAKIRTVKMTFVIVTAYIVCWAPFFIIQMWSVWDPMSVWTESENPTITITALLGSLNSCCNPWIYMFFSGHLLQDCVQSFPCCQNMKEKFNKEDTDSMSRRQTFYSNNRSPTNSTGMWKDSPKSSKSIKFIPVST
OXTR potentiate – human OXTR potentiators, primary screen, fluorescence, CHO-OTR cells, Fluo-8 calcium; AID 2445, 2010; 320,000 tested, 0.061% active; activation, % at 3 µM; Oxytocin receptor (Homo sapiens), P30559; Fluo-8 calcium fluorescence, potentiator mode; 0% = oxytocin EC15, 100% = EC100;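 active means activation above that plate's cutoff, the mean activation of tested compounds plus 3 SD, cut at about 6.6% in these data, passing the limit was not always enough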;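 further: 100% uses oxytocin at 75 nM as the full agonist control; some results filed as inactive read as strong as hits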
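Assay system: CHO cell line stably expressing human OTR | Also added: Oxytocin at about EC15, sub-maximal agonist stimulus | Times: Compound 6 min at room temperature before oxytocin, 100 s read | Measured by: Fluo-8 intracellular calcium fluorescence, ex 470-495, em 515-575 nm | Controls: EC15 oxytocin alone as 0%, 75 nM oxytocin as 100%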
* marks the source's active call; other numbers are inactive results; . = not tested or not shown. Random draw from the library (roughly 3.5% active in at least one column).

smiles,OXTR potentiate,CHO-K1 Ca ag,CHO-K1 Ca PAM,CHO-K1 Ca antag,GPR7 antagonist,CHO parental Ca,OXTR agonist,V1aR counter,TAAR1 antag
CC(C)Nc1ncnc2ccc(Br)cc12,-5,11,8,3,-17,29*,14,9.3,0
CCCS(=O)(=O)NC(=O)C1(C)CCCN(C(=O)c2cccc3ccccc23)C1 (stereo unspecified),.,1.0,18,0,.,.,.,.,-11
Cc1nc2ccc(C(=O)N3CCCC(CO)(Cc4ccc(F)cc4F)C3)cc2nc1C (stereo unspecified),-12,3.0,3,-24,32*,-19,1.8,5.2,4
COc1cc(C(=O)NNC(=O)c2n[nH]c3ccccc23)cc(OC)c1OC,-3,-0.3,-10,-9,.,-15,0.2,0.6,8
O=C(Cc1cccs1)N1CCN(S(=O)(=O)c2cccc([N+](=O)[O-])c2)CC1,-8,0.9,-9,-7,-2,0,-0.1,-0.2,-24
CSCCCNC(=S)N1CCN(S(=O)(=O)c2cccc(C(F)(F)F)c2)CC1,-5,2.7,11,-2,-2,-10,1.4,5.4,-11
COc1ccc(N(CC(=O)NC2CCCCC2C)S(=O)(=O)c2c(C)nn(C)c2C)cc1 (stereo unspecified),-4,1.0,25,-15,-3,0,-0.4,-0.1,-7
CCCCCC1=CCC/C1=N\NC(=O)c1ccc2c(c1)OCO2,-6,0.6,16,-15,-9,-20,-2.3,-1.3,-16
O=C(CCn1ccc2cc(S(=O)(=O)N3CCCC3)ccc21)NCc1cccc(F)c1,0,1.8,21,-4,-6,-3,0.5,0.4,-20
O=C(COC(=O)/C=C/c1ccc(Cl)c(Cl)c1)NC1CC1,-12,5.1,-13,-9,.,-8,11,9.4,-23
CN(C)S(=O)(=O)c1ccc(NC(=O)c2ccc3ncsc3c2)cc1,-1,.,.,.,-9,-2,1.8,0.4,.
Cc1ccc(C(=O)N2CCN(c3ccc(NC(=O)c4cccs4)cc3)CC2)cc1,-7,4.2,9,6,15,8,-1.7,1.1,-6
COc1ccc(C2=CC(=O)C[C@H](CN3C(=O)c4ccccc4C3=O)N(C(=O)OC(C)(C)C)O2)cc1,.,0.8,10,-2,.,.,.,.,-34
CC(=O)c1nnn(-c2ccc(Cl)cc2C#N)c1C,-4,0.8,11,-4,10,0,-1.5,0.6,-12
COCCN1C(=O)C(=O)/C(=C(/O)c2cccc(OC)c2)C1c1ccc(C)o1 (stereo unspecified),-5,0.2,8,-21,-6,3,0.0,0.0,-4
CCN(CC)S(=O)(=O)c1ccc(/C=C/C(=O)OCC(=O)NCc2ccco2)cc1,-5,1.8,-4,-7,.,-6,3.5,3.2,-4
CCOC(=O)c1nc(C)n(-c2cc(Cl)ccc2Cl)n1,-3,-0.3,-1,-1,-6,3,0.9,-0.7,4
CC(=O)Nc1ccc(/C(C)=N/NC(=O)C2CC2c2ccccc2)cc1 (stereo unspecified),-8,0.0,20,-8,-8,4,-1.1,-0.2,9
CC(C)CN(C(=O)COC(=O)CCC(=O)c1ccc(F)cc1)c1c(N)n(Cc2ccccc2)c(=O)[nH]c1=O,-10,0.4,-5,4,.,-4,-0.5,0.5,-32
O=C(NNc1cccc(Cl)n1)c1c(F)cccc1F,-1,0.6,3,-5,-9,-6,0.8,0.3,-26
CCCCSc1nnc([C@H](C)NC(=O)OC(C)(C)C)o1,-2,0.6,3,-5,-6,-12,-0.5,-1.0,-16
CCOP(=O)(OCC)/C(C#N)=C/c1cc(OC)ccc1OC,.,-0.6,2,-10,10,.,.,.,0
Cc1nc(SCC(=O)N2CCCC2=O)c2c(C)c(C)sc2n1,.,-0.4,-7,16,.,.,.,.,-3
COc1ccc(S(=O)(=O)Nc2cccc(S(=O)(=O)NC3=NCCC3)c2)cc1[N+](=O)[O-],-3,0.5,1,-4,.,-13,0.2,0.2,-10
CC(C)C(NC(=O)c1ccc2c(c1)OCO2)C(=O)N/N=C\c1ccco1 (stereo unspecified),-5,-1.1,2,-14,-5,-9,-0.7,-0.6,-18
C[C@@H]1CN([C@H](C)CO)C(=O)CCCn2nncc2CO[C@@H]1CN(C)S(C)(=O)=O,.,-0.5,3,-1,.,.,.,.,-22
COc1nc(N2CCOCC2)nc(C)c1[N+](=O)[O-],-8,0.4,10,3,-6,-1,1.4,2.6,-14
CCN(CC)C(=O)CN(c1cc(Cl)ccc1OC)S(C)(=O)=O,0,0.0,15,-2,-7,5,-0.9,0.3,11
COc1ccccc1N1CCN(C2=CC(=O)CCC2)CC1,-1,-0.6,-8,10,4,-4,0.1,-0.5,4
Cc1csc(=O)n1CCC(=O)OCC(=O)Nc1ccc(S(N)(=O)=O)cc1,-2,0.9,5,-7,.,4,2.0,0.7,9
CN1CCN(C(=O)CN(Cc2ccc(Cl)cc2)S(C)(=O)=O)CC1,-9,0.0,12,-5,3,-6,0.6,0.0,8
COc1ccccc1CNC(=O)CSC1=NCCS1,-7,0.6,17,-7,-7,-5,-1.1,-0.5,-9
CCCCN(CC)CCNC(=O)c1cc2c(=O)n(CC)c3ccccc3c2s1,-13,0.3,8,-13,13,-16,0.1,0.8,-8
COCc1nc2c([nH]1)c(=O)n(C)c(=O)n2CC(C)C,-2,0.1,15,-2,.,-4,0.1,1.1,-13
Cc1cc(NC(=O)CN2CCC(C)CC2)no1,-12,-0.2,8,-10,-4,1,-0.3,-0.7,16
Cc1ccccc1Cn1c(C)c(C(=O)NCC(C)C)sc1=O,.,0.4,-2,-2,.,.,.,.,-8
CC1(C)NC(=O)N(c2ccc([N+](=O)[O-])c(C(F)(F)F)c2)C1=O,-9,6.3,24,-5,.,-4,9.1,9.1,2
CC(C)(C)OC(=O)N(CCc1ccccc1)Cc1ccccc1OCc1ccc(NC(=O)C2CCC2)cc1,.,0.5,-6,15,.,.,.,.,-4
CCCOC(=O)c1ccc(Oc2c(-c3ccc(O)cc3O)n[nH]c2C)cc1,-5,-0.1,13,-11,-12,50*,1.6,3.8,16
Cc1ccc(CN(C)C(=O)c2ccc3c(c2)NC(=O)CS3)o1,-5,0.5,16,-9,10,10,-0.3,0.0,-21
CC(=O)c1ccc(-n2c(CCC(=O)O)ccc2-c2cccs2)cc1,-6,0.3,2,-7,-3,-7,0.1,0.4,-10
CC(/C=C1\SC(=S)N(NC(=O)c2ccncc2)C1=O)=C\c1ccccc1,0,0.0,11,-10,-8,-32,0.7,2.5,-15
Cc1ccc(OCC(O)CNC2CCCC2)cc1C (stereo unspecified),2,0.7,8,-8,-20,-11,2.6,0.6,-10
O=C(OCc1cc(=O)n2c(n1)sc1ccccc12)c1ccc(O)cc1O,-16,-1.1,9,-3,-3,-17,0.6,2.0,-8
CCN(CC)Cc1cc(CCNC(=O)c2ccc(Cl)cc2)ccc1O,-5,0.5,20,-7,-9,-11,0.7,-0.7,-7
CCCCCOc1ccc(C2NC(=O)NC2=O)cc1 (stereo unspecified),-4,0.1,16,-1,-7,0,-0.3,0.9,16
CCOC(=O)C1(CCOc2ccccc2)CCN(CCCn2cccn2)CC1,0,2.1,20,-21,-15,-25,1.5,1.1,-13
COC(=O)c1ccc(S(=O)(=O)N2CCc3ccccc3C2)cc1,-8,1.9,8,-23,7,-15,-0.9,0.0,-7
CC(=O)Nc1ccc(NC(=O)CSc2nnnn2-c2ccccc2F)cc1,-1,0.4,-4,1,-7,-11,1.3,0.9,-3
Cc1ccc(C2CCN(C(=O)Nc3ccc(F)cc3)C2)cc1 (stereo unspecified),3,3.0,15,-18,14,-17,0.7,0.8,-2
O=C(CN1CCN(c2ccccn2)CC1)N1c2ccccc2Sc2ccc(C(F)(F)F)cc21,-1,0.4,6,14,-1,-16,-1.3,-1.5,-11
CN(c1ccccc1)S(=O)(=O)c1cccc(NC(=O)CCNC(=O)c2ccco2)c1,.,6.0,-7,0,.,.,.,.,41
O=C(O)C1CCCCN1S(=O)(=O)c1ccc(Cl)s1 (stereo unspecified),3,-0.1,11,0,12,-3,0.6,-0.2,-18
Cn1cc(CN2CCCC(C(=O)Nc3cccc(-n4cccn4)c3)C2)cn1 (stereo unspecified),2,1.3,-9,-12,0,-24,-0.5,0.2,-19
N#Cc1c(-c2ccc(F)cc2)c2c([nH]c1=O)-c1ccccc1OC2,-2,0.3,17,-11,-5,-2,-1.3,-0.1,-35
Cc1ccc2[nH]c(C(=O)NCCN3CCCC3)cc2c1,-16,0.0,7,-8,-1,-7,-0.4,-0.9,0
